FEN1 inh: qHTS Assay for the Inhibitors of Human Flap endonuclease 1 (FEN1). P39748. Recombinant FEN1 flap cleavage, fluorescence, 15 min. Potency, µM (top dose mostly 114 µM), for inactives: at the highest dose activity change, negative = inhibition, most hits filed as inhibitors. 390,000 tested, 0.35% active. AID 588795, 2011; further: nearly all actives have a fitted effect of over 65% in size
Target sequence (P39748 whole entry, looked up): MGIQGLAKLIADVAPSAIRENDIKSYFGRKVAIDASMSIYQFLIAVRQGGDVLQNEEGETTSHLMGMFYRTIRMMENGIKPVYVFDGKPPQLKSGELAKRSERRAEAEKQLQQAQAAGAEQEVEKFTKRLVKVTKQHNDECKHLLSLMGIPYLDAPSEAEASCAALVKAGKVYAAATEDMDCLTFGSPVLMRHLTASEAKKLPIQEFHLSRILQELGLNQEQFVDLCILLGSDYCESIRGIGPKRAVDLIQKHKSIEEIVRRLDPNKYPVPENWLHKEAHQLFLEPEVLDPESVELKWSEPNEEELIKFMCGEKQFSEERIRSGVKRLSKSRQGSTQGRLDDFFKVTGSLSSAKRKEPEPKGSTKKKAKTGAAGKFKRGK
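Enzyme 10 nM, 15 min RT preincubation with compound; start with substrate 50 nM final; reads at 0 and 15 min; qHTS titration, four-parameter Hill fit.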
KAT2A inh: qHTS Assay for Inhibitors of GCN5L2; Potency, µM (series often up to 58.9 µM), inactives show at the top dose activity change, negative = inhibition, most hits filed as inhibitors; 390,000 tested, 0.21% active; Histone acetyltransferase KAT2A (Homo sapiens), Q92830; GCN5L2 HAT assay, ThioGlo1 CoA-SH fluorescence; AID 504327, 2011
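ThioGlo1-coupled HAT assay: 20nM GCN5L2, 70uM acetyl-CoA, 75uM H3(1-25) peptide, pH 7.5. Fluorescence read at 340/540nm at start and after 20 min at room temperature.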
N370S GC mod: qHTS Assay for Inhibitors and Activators of N370S glucocerebrosidase as a Potential Chaperone Treatment of Gaucher Disease. AID 2101, 2009. N370S GC spleen homogenate, 4MU-glucoside fluorescence. Potency, µM (doses to about 59.4 µM), inactives show at the top dose activity change, negative = inhibition, usual class: inhibitors. Lysosomal acid glucosylceramidase (Homo sapiens), P04062. 330,000 tested, 0.092% active;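 further: 0% = full enzyme activity and -100% = no enzyme basal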
* hit, by the source's call; ? = inconclusive; · = no result given; [ ] = remark or other dose. The call rests on the fitted dose curve; in most records, active means well fitted curve in the direction sought with a large enough effect; inconclusive means small, poorly fitted or top-dose-only effect, or another doubt; inactive means no such curve, though single readings can be large; an effect the other way counts as inactive or inconclusive. Unless noted, on the % scale 0 is the no-effect control and ±100 the full control effect; potency means the concentration at half of the fitted maximal effect. An excerpt, so the mix of outcomes need not match the whole.

Fields: N370S GC mod | FEN1 inh | KAT2A inh
> O=C(Nc1cnc2ccccn2c1=O)c1ccc(Cl)cc1Cl
 : 6% | 3% | -7%
> CC1CCN(S(=O)(=O)N2CCC(C(=O)NCc3ccc4c(c3)OCO4)CC2)CC1
 : 7% | 1% | -5%
> O=C(COC(=O)c1ccc2c(c1)OCO2)NC1CCCCC1
 : · | 0% | 2%
> COc1ccc(C(CNC(=O)C(CCSC)NC(=O)c2ccccc2OC)N2CCCCC2)cc1 (stereo not drawn)
 : -1% | -1% | -5%
> Cc1ccccc1C(=O)Nc1nnc(S(=O)(=O)N(C)Cc2ccc(Cl)cc2)s1
 : · | 15% | -1%
> Cc1onc(-c2ccccc2)c1C(=O)NNC(=S)NC(=O)/C=C/c1cccs1
 : -1% | 0% | -8%
> CCCCOc1ccc(C(=O)OC2CC(C)N(C)CC2C)cc1 (stereo not drawn)
 : -9% | -10% | 0%
> O=C(O)CCc1ccc(-c2cccs2)n1CC1CCCO1 (stereo not drawn)
 : 10% | -6% | -2%
> COc1ccc(C(=O)Nc2ccc(N3CCCC3)cc2)cc1Br
 : -6% | -3% | 1%
> COc1ccc(OC)c(CNC(=O)C2CCN(S(=O)(=O)N3CCC(C)CC3)CC2)c1
 : -3% | 0% | -4%
> Cc1cc(C)c2c(c1)c(C)cc1nnc(SCC(=O)c3ccccc3)n12
 : · | 1% | -2%
> CSc1c[n+]2c(n1C)CCC2
 : -5% | -3% | -1%
> O=C(COC(=O)c1ccc[nH]c1=O)NCCCc1ccccc1
 : · | 22% | 4%
> CCCCc1ccc(NC(=O)c2cc3c(=O)n4ccccc4nc3n2C)cc1
 : · | -2% | -16%
> CCc1nnc(NC(=O)C=C(C)C)s1
 : 2% | 7% | -1%
> CCOC(=O)N1CCN(C(=O)CSc2cc(C)nc3c(-c4ccccc4OC)c(C)nn23)CC1
 : -4% | 13% | -3%
> CN(C)CC(C)(C)CNC(=O)c1cc(Br)cc(Br)c1O
 : -6% | -1% | -14%
> CCc1ccc(N2CCN(CCNC(=O)Nc3ccccc3)CC2)cc1
 : -10% | 16% | ?
> CCOc1cc(/C=C/C(=O)c2ccc(OC)c(CN3CCOCC3)c2)cc(Br)c1O
 : -16% | -18% | -9%
> Cc1ccc(CN2CCN(/N=C/c3cc(Br)cc(Br)c3O)CC2)c(C)c1
 : -1% | 3% | -4%
> O=CC1=C(N2CCOCC2)/C(=C/c2ccc(Cl)cc2)CC1
 : -20% | -1% | -5%
> COc1cc(/C=N/NC(=O)c2ccc(N)cc2)ccc1OC(=O)c1cccc(C)c1
 : -5% | -16% | -4%
> O=C(NCc1ccc(F)cc1)c1cccc(S(=O)(=O)N2CCCC2)c1
 : 9% | -7% | -9%
> CN(C)S(=O)(=O)c1ccc(C(=O)Nc2cccc(C(=O)N3CCOCC3)c2)cc1
 : -5% | -4% | -8%
> CCC(=O)NC(=S)Nc1ccc(NC(=O)CC)cc1
 : 0% | 7% | -1%
> CCn1ccc2cc(S(=O)(=O)N3CCC(C(=O)NCc4cccc(C)c4)CC3)ccc21
 : · | -10% | -1%
> O=C(CCNS(=O)(=O)c1ccccc1)OCc1nnc(-c2ccccc2)o1
 : -11% | 6% | -4%
> N=C1C(c2ccccc2)=C(O)CN1c1ccccc1N1CCOCC1
 : -1% | -7% | -4%
> Cc1ccc(OC(=O)c2ccccc2C(=O)OCC(F)(F)C(F)F)cc1
 : 25% | -21% | -21%[0.501 µM]
> O=C(/C=C/c1ccco1)OCc1nnc(-c2ccccc2)o1
 : 1% | 1% | -19%

Ordered by the number under KAT2A inh (largest number first): three of the compounds above
Fields: N370S GC mod | FEN1 inh | KAT2A inh
> COc1ccc(C(=O)Nc2ccc(N3CCCC3)cc2)cc1Br
 : -6% | -3% | 1%
> CCCCOc1ccc(C(=O)OC2CC(C)N(C)CC2C)cc1 (stereo not drawn)
 : -9% | -10% | 0%
> CCn1ccc2cc(S(=O)(=O)N3CCC(C(=O)NCc4cccc(C)c4)CC3)ccc21
 : · | -10% | -1%

Another view of 2 compounds above:
compound | N370S GC mod | FEN1 inh | KAT2A inh
COc1cc(/C=N/NC(=O)c2ccc(N)cc2)ccc1OC(=O)c1cccc(C)c1 | -5% | -16% | -4%
O=C(NCc1ccc(F)cc1)c1cccc(S(=O)(=O)N2CCCC2)c1 | 9% | -7% | -9%

Later entries.
Fields: N370S GC mod | FEN1 inh | KAT2A inh
> COc1ccc(S(=O)(=O)N2CCN(c3ccccc3)CC2)cc1
 : -13% | -19% | 0%
> Cn1c(=O)cc(SCC(=O)NCCC2=CCCCC2)c2ccccc21
 : 1% | -2% | 1%
> O=C(Nc1ccccc1Cl)NC1(C(=O)N2CCCC2)CCCCC1
 : 0% | -1% | 1%
> O=C(Nc1ccc(S(=O)(=O)N2CCCC2)cc1)C1CCCCC1
 : -1% | -4% | -1%
> Cn1c(N2CCCCC2)nc2c1c(=O)n(Cc1cccc(Br)c1)c(=O)n2C
 : -8% | -19% | -2%
> Cc1nn(-c2ccc(Cl)cc2)c2nc(-c3cccnc3)cc(C(F)(F)F)c12
 : · | -10% | -8%
> O=C(CNS(=O)(=O)c1cccs1)NCc1ccccc1
 : -5% | 13% | 0%
> CC(C)[C@H](NC(=O)C1CCN(S(=O)(=O)c2ccccc2)CC1)C(=O)NCc1ccccc1
 : 16% | 21% | -1%
> O=C(COC(=O)C1CC(=O)N(Cc2ccccc2)C1)c1ccc(F)cc1 (stereo not drawn)
 : 1% | 12% | 0%
> CC(=O)Nc1cccc(Oc2cc(C#N)c(C#N)cc2N2CCCCCC2)c1
 : ? | -17% | -19%
> CSC1=N/C(=C\c2c(F)cccc2Cl)C(=O)S1
 : 11% | 6% | -1%
> Cc1cccc(SC2CCN(C(=O)C3CCC(=O)N(C4CC4)C3)CC2)c1 (stereo not drawn)
 : -4% | 16% | -8%
> COc1cccc(CN2CCN(Cc3cccc4c3OCO4)CC2CCO)c1 (stereo not drawn)
 : -12% | -5% | 1%
> O=C(CN1CCOCC1)N/N=C/c1ccc(-c2cccc(Cl)c2Cl)o1
 : -11% | 1% | -12%
> COc1ccc(S(=O)(=O)Nc2nc3n(n2)C(c2ccc(Cl)cc2)CC(=O)N3)cc1 (stereo not drawn)
 : ? | 8% | 2%
> COc1ccc(-c2c(-c3ccc(O)cc3O)n[nH]c2C(F)(F)F)cc1
 : 2% | -22% | -2%
> Cc1ccc(CNC(=O)CN2C(=O)c3ccccc3S2(=O)=O)cc1
 : -10% | 9% | 0%
> COc1ccc(CN2CCN(C(=O)c3ccc(F)cc3)CC2)c(OC)c1
 : 3% | 0% | 0%
> CN1C(=O)Cc2cc(S(=O)(=O)CCC(=O)N3CCN(c4ccc(Cl)cc4)CC3)ccc21
 : · | 1% | -6%
> COc1ccc(-c2cc(C(F)(F)F)n3ncc(C(=O)Nc4c(C)n(C)n(-c5ccccc5)c4=O)c3n2)cc1
 : -3% | · | 0%
> CCOc1ccccc1C(=O)NCC(=O)OCC(=O)N1CCCC1
 : · | 5% | -3%
> Cc1cccc(C)c1NC(=O)c1nc(S(=O)(=O)Cc2ccccc2)ncc1Cl
 : -18% | 4% | -2%
> CCc1cccc(OCC(=O)Nc2cc(Cl)ccc2-n2cncn2)c1
 : · | -5% | -6%
> COc1ccc(C(=O)/C=C/Nc2ccc(S(=O)(=O)Nc3nc(C)cc(C)n3)cc2)cc1OC
 : -2% | 1% | -11%
> O=C(Nc1ccc(F)cc1)c1cccc2c1C(=O)N(Cc1ccccn1)C2
 : ? | -8% | -5%
> O=S(=O)(N1CCCCC1)N1CCCN(S(=O)(=O)N2CCCCC2)CC1
 : -13% | 13% | -7%
> COc1ccc(-c2csc(NC(=O)c3c(C)noc3C)n2)cc1F
 : -1% | -10% | -1%
> COc1cccc(C(=O)Cn2c(=O)n(CC3CCCO3)c(=O)c3ccccc32)c1 (stereo not drawn)
 : 2% | -4% | -6%
> Cc1ccc2[nH]c(O)c(N=NC(=O)CCc3ccccc3)c2c1Br
 : 23% | 5% | 16%
> Cc1cc(C(=O)Nc2c(C)nn(Cc3ccccc3Cl)c2C)no1
 : -26% | -9% | -5%

Of the compounds above, two have a furan ring, fused or not.
Fields: N370S GC mod | FEN1 inh | KAT2A inh
> O=C(/C=C/c1ccco1)OCc1nnc(-c2ccccc2)o1
 : 1% | 1% | -19%
> O=C(CN1CCOCC1)N/N=C/c1ccc(-c2cccc(Cl)c2Cl)o1
 : -11% | 1% | -12%

(further entries)
Fields: N370S GC mod | FEN1 inh | KAT2A inh
> CC(=O)N(CCCCl)C(C#N)c1ccccc1 (stereo not drawn)
 : 9% | -6% | -5%
> CC(NC(=O)c1ccc(Cl)cc1)C(=O)N1CCCCC1 (stereo not drawn)
 : 11% | 2% | -4%
> Cn1nnc2cc(C(=O)Nc3ccccc3)ccc21
 : 2% | -4% | -3%
> CCc1c(C)nc(N2CCN(c3ccc(Cl)cc3)CC2)[nH]c1=O
 : 0% | 11% | -12%
> CC(=O)N1CCc2cc(Br)cc(S(=O)(=O)N3CCN(c4cccc(C)c4)C(C)C3)c21 (stereo not drawn)
 : · | -17% | -5%
> COc1cc(/C=N/n2nnnc2N)ccc1OC(C)=O
 : -15% | 2% | -9%
> CCOC(=O)c1c(C)n(-c2ccc(C)cc2)c2c(C(C(C)=O)C(=O)O)c(Br)c(O)c(O)c12 (stereo not drawn)
 : ? | -10% | -6%
> C#CCOCCOCCOCCNc1nc(N2CCN(C(=O)Cn3cc(CCCCN)nn3)CC2)nc(N2CCN(C(=O)[C@H](C(C)C)n3cc(CCO)nn3)CC2)n1
 : -2% | 23% | -1%
> COc1ccc(C(=O)NC(=S)NC(C)(C)C)cc1Br
 : 11% | 5% | -5%
> Cc1cc(Br)ccc1NC(=O)C1CCCO1 (stereo not drawn)
 : -5% | -8% | ?
> Cc1cccc(N2CCN(S(=O)(=O)c3nnc(NC(=O)c4ccc(Cl)cc4)s3)CC2)c1
 : · | 0% | 0%
> COC(=O)CN(c1ccc(Cl)cc1C)S(C)(=O)=O
 : 1% | -7% | 3%
> Cc1ccccc1/C=N/Nc1ccc(Cl)nn1
 : -7% | -11% | -7%
> COc1ccccc1NC(=O)C(C)OC(=O)/C(=C/c1ccccc1)NC(C)=O (stereo not drawn)
 : -1% | 5% | 1%
> CCc1ccc(Oc2c(C(F)(F)F)oc3c(CN4CCCC(C)C4)c(O)ccc3c2=O)cc1 (stereo not drawn)
 : · | 15% | 5%
> CC(=O)Nc1ccc(NS(C)(=O)=O)cc1
 : 2% | 0% | -4%
> COc1ccc(-c2cccc(NS(=O)(=O)c3cc(C)c(Cl)cc3C)c2)nn1
 : · | -8% | -8%
> CC(C)[C@H]1COC(c2cccc([N+](=O)[O-])c2)=N1
 : -6%[136 µM] | · | 15%[135 µM]
> CCOc1ccc(CCNC(=O)CS(=O)Cc2nc(-c3ccccc3Cl)oc2C)cc1OCC (stereo not drawn)
 : -27% | -3% | 0%
> CC(NC(=O)c1ccc(Cl)c(Cl)c1)c1ccc(-c2ccccc2)cc1 (stereo not drawn)
 : -2% | -2% | 28%
> CCN1C(=O)S/C(=C/c2ccc(Oc3ccc([N+](=O)[O-])cn3)c(OC)c2)C1=O
 : -4% | 10% | 2%
> Cc1ccc(NS(=O)(=O)c2cccc(C(=O)NCC(c3ccc(F)cc3)N3CCOCC3)c2)cc1 (stereo not drawn)
 : -12% | 3% | -3%
> CCCOC(=O)c1cc(NC(=O)/C=C/c2ccccc2)ccc1O
 : 2% | · | ?
> COc1ccc(S(=O)(=O)N(CCCN2CCOCC2)Cc2cccc3ccccc23)cc1
 : 10% | -16% | 1%
> C=CCn1cccc(C(=O)Nc2ccc(Cl)cc2)c1=O
 : 16% | 9% | -17%
> CCN1C(=O)[C@H]2[C@@H](c3ccc(-c4ccc(F)cc4)cc3)N[C@@](CC(C)C)(C(=O)OC)[C@H]2C1=O
 : -4% | 6% | -15%
> Cc1cc(F)ccc1NC(=O)CN1C(=O)CCc2cc(S(=O)(=O)N3CCOCC3)ccc21
 : · | -3% | 11%
> CCCNC(=O)c1cc(-c2ccccc2)c(N2CCCCC2)s1
 : -15% | -3% | -4%
> CC(C)n1cc(C(N)=S)c(=O)n(Cc2ccccc2)c1=O
 : 1% | -15% | -1%
> CN=CC1=C(O)C(C(=O)OC)C(C)(C)CC1=O (stereo not drawn)
 : 0% | -5% | -1%

Further results:
Fields: N370S GC mod | FEN1 inh | KAT2A inh
> CC1CCCC/C1=N\Nc1ccc(S(N)(=O)=O)cc1[N+](=O)[O-] (stereo not drawn)
 : 4% | 1% | -6%
> CCN(C(=O)c1c(-c2ccccc2)noc1C)c1ccccc1
 : -1% | -15% | 1%
> CN(Cc1ccc(F)cc1)C(=O)C(Cc1ccccc1)NC(=O)c1ccccc1 (stereo not drawn)
 : -2% | 8% | -5%
> Cc1ccccc1C(=O)Oc1cccc2c(O)cccc12
 : -10% | -2% | -11%
> O=C(CNC(=O)Cc1ccccc1)NCc1cccs1
 : · | -2% | -6%
